Salmonella PhoP GFP – PhoP regulon inhibitors, Salmonella typhi PhoP promoter GFP reporter, confirmatory (AID 1850); inhibition, % at 50 µM; hits with a dose series show IC50 in µM; Salmonella Typhi PhoP-promoter GFP reporter, fluorescence, 4 h; higher % means a stronger effect; 0.33% of 310,000 active; in the data active means a potency from the dose series; inconclusive means inhibition mostly from about 25% at the one dose, without a potency; inactive means the rest, 99 in 100 with inhibition below about 19%;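 further: 0% = induced wells with vehicle and 100% = uninduced wells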
H37Rv inhibition – M. tuberculosis growth inhibition, HTS (AID 449762) | 0.59% of 330,000 active | M. tuberculosis H37Rv growth inhibition, 7H9 media; higher % means a stronger effect | inhibition, % at 25 µM, or IC50 in µM where a hit was titrated; in the data active means a potency from the dose series; inconclusive means inhibition above about 70% without an active follow-up result;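 further: bacterial growth assessed after seven days of incubation; strong numbers were not always called active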
M. tuberculosis – growth inhibition of non-replicating M. tuberculosis (AID 488890) | inhibition, % at 25 µM; hits with a dose series show IC50 in µM | 0.39% of 320,000 active | Mycobacterium tuberculosis non-replicating, growth inhibition; higher % means a stronger effect; in the data active means a potency from the dose series; inconclusive means inhibition mostly from about 82% at the one dose, without a potency; inactive means the rest, 99 in 100 with inhibition below about 76%;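 further: plate controls were DMSO cells for no effect and high antibiotic wells for full effect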
inhibitors of VEEV – inhibitors of VEEV TC-83 cytopathic effect, confirmation, Vero cells (AID 588727). Vero cells, VEEV TC-83 cytopathic effect inhibition; higher % means a stronger effect. inhibition, % at 20 µM, or IC50 in µM where a hit was titrated. 0.13% of 350,000 active; in the data active means a potency from the dose series; inconclusive means inhibition mostly from about 14% at the one dose, without a potency; inactive means the rest, 99 in 100 with inhibition below about 12%; further: strong numbers were not always called active
H1N1 NS1A inhibition – H1N1 influenza NS1A inhibitors, functional cell based assay (AID 504329) | NS1A functional cell-based assay, percent inhibition; higher % means a stronger effect | inhibition, % at 12.5 µM; hits with a dose series show IC50 in µM | 0.3% of 340,000 active; in the data active means a potency from the dose series; inconclusive means inhibition above about 27% without an active follow-up result; further: strong numbers were not always called active
inhibitors of VEEV 10K pilot screen – also measured in inhibitors of VEEV; calls as there; inhibition, %; measured here: 10K pilot screen inhibition
The depositor's hits bear a star; i = inactive; u = inconclusive; x = not tested or not shown. No enrichment for hits. Share with any hit: about 1.4%.

SMILES	Salmonella PhoP GFP	H37Rv inhibition	M. tuberculosis	inhibitors of VEEV	H1N1 NS1A inhibition	others
COc1ccc(NCc2nnc(SCC(=O)NNC(=O)c3ccc(C)cc3)n2C)cc1	12%	17%	3%	0.6%	-2%
Cn1nc(CC(=O)Nc2ccc(N3CCN(C(=O)OC(C)(C)C)CC3)cc2)c2ccccc2c1=O	-2%	-5%	25%	1.8%	7%
Cc1noc(C)c1C(=O)N1CCN(CCc2ccccc2)CC1	-2%	4%	4%	0.5%	2%
Cc1cccc(CN2CCC(C(=O)Nc3ccc(-n4nc(C)cc4C)cc3)CC2)n1	3%	-17%	4%	2.1%	-1%
CC(C)(C)C(=O)Nc1sc2c(c1C#N)CCN(Cc1ccccc1)C2	-16%	9%	25%	8.2%	3%
CN(C)C(=O)Cn1cnc2c(cnn2-c2ccccc2Cl)c1=O	-1%	-10%	-17%	0.3%	24%
CC(=O)NCCOc1nc(N(C)C)nc(N2CCCCC2)n1	4%	-5%	-15%	0.1%	5%
CCN(CC)S(=O)(=O)c1ccc(S(=O)(=O)N(CC(=O)Nc2ccccc2)CC2CCCO2)cc1 (stereo not given)	6%	4%	1%	i	-16%
O=C1CC(c2ccccc2)CC(O)=C1C=NCCN1CCN(C(=O)Nc2ccccc2)CC1 (stereo not given)	-6%	-2%	13%	i	-2%
COC(=O)Nc1ncc(CN2CCC(c3ccccc3)CC2)s1	-1%	4%	5%	i	1%
COc1ccc(C)cc1NC(=O)NCc1ccc(F)cc1	-2%	-3%	8%	i	-3%
Nc1nc(C23CC4CCC(CC(C4)C2)C3)cs1	-8%	-4%	-15%	1.4%	5%
NC(=O)C1CCN(C(=O)C2CCC(=O)N(C3CCCCCC3)C2)CC1 (stereo not given)	-12%	0%	-14%	7.8%	-6%
C/C(=N\NC(=O)c1sccc1C)c1ccncc1	-5%	-5%	-12%	1.1%	25%
Cc1nn(Cc2c(Cl)cccc2Cl)c(C)c1NC(=O)c1cc(C(C)C)on1	-4%	-6%	7%	10µM*	-2%
Cc1ccsc1/C=N\NC(=O)c1ccc2c(c1)OCO2	35%	-8%	-6%	4.4%	19%
COC(=O)c1cccc(NC(=O)c2cccc(OC)c2)c1	-1%	-8%	-12%	0.3%	11%
O=C1C=C(c2ccc(O)cc2)C[C@@H](c2ccc3c(c2)OCO3)C1	x	31%	10%	1.6%	10%
Nc1ccc(C(=O)OCC(=O)NC2CC2)cc1[N+](=O)[O-]	-9%	2%	8%	2.5%	-4%
C/C(=N\NC(=O)c1cc(C2CC2)nc2ccccc12)c1ccc(C)s1	-1%	0%	-2%	i	2%
COC(=O)CCCN1C(=O)NC(c2ccc(-c3ccccc3)cc2)C(C(=O)OCc2ccccc2)=C1C (stereo not given)	x	x	x	0.3%	4%
CSc1nc2ccccc2n1CC(=O)N1CCCCC1	-5%	2%	7%	i	-3%
CCOC(=O)N1CCN(C(=O)c2ccc(CN(c3ccc(C)c(C)c3)S(C)(=O)=O)cc2)CC1	-9%	0%	10%	5.4%	8%
Cc1ccccc1-c1nnc(SCC(=O)N(C)C2CCS(=O)(=O)C2)n1C (stereo not given)	x	-1%	-2%	0.3%	-1%
O=C(c1ccc([N+](=O)[O-])s1)N1CCCc2ccccc21	-31%	u	u	i	8%
O=C1C=C(c2ccc3c(c2)OCO3)CCC1	-7%	2%	2%	1.1%	5%
Cc1cc(C)cc(NC(=S)N2CCN(c3ncccn3)CC2)c1	-4%	0%	-42%	0.3%	3%
O=C(CN1CCCc2ccccc21)Nc1ccc(F)cc1[N+](=O)[O-]	23%	-5%	3%	1.0%	19%
O=C(Nc1nc2ccccc2[nH]1)C1CCN(C(=O)c2ccc(F)cc2)CC1	-8%	-6%	54%	4.2%	7%
CCn1nc(C)c(CN2CCC(C(=O)Nc3cccc(-c4cccc(F)c4)c3)CC2)c1C	-6%	9%	38%	1.7%	-2%
COc1ccccc1CCNS(=O)(=O)c1c(C)n(C)c(=O)n(C)c1=O	-7%	-8%	-14%	i	-9%	inhibitors of VEEV 10K pilot screen=0.0
CC1=NN(C(C#N)c2ccccc2)C(C)(C)C1 (stereo not given)	-10%	-3%	5%	1.8%	-3%
Nc1n[nH]c(CO)n1	7%	6%	-8%	1.1%	-10%
Cn1c(Cc2ccccc2)nnc1SCC(=O)Nc1cccc(S(=O)(=O)NC2=NCCCCC2)c1	4%	-2%	-10%	0.2%	-8%
CCN(CC(=O)NCc1cccs1)C(=O)c1cc(S(=O)(=O)N2CCCCC2)ccc1Cl	-3%	-6%	16%	1.4%	5%
Cc1ccc(NS(=O)(=O)c2cccc(C(=O)N3CCCC(C)C3)c2)cc1 (stereo not given)	-3%	-1%	-5%	1.8%	4%
Cc1nc(C(=O)N2CCc3c([nH]c4ccccc34)C2c2cc(F)ccc2F)cs1 (stereo not given)	-3%	0%	19%	3.2%	2%
O=C(c1cc2sccc2n1Cc1ccccc1)N1CCN(c2nc3ccccc3s2)CC1	4%	-10%	16%	i	13%
COc1ccc(CNC(=O)CCc2c(C)nc3cc(-c4ccccc4OC)nn3c2C)cc1	2%	-1%	65%	4.1%	16%
CCOC(=O)c1oc2cc(OCC(N)=O)ccc2c(=O)c1-c1ccc(OC)c(OC)c1	7%	-4%	-2%	i	2%

Part of the list above in order of SMILES length, ascending.
SMILES	Salmonella PhoP GFP	H37Rv inhibition	M. tuberculosis	inhibitors of VEEV	H1N1 NS1A inhibition	others
COc1ccc(C)cc1NC(=O)NCc1ccc(F)cc1	-2%	-3%	8%	i	-3%
COc1ccc(CNC(=O)CCc2c(C)nc3cc(-c4ccccc4OC)nn3c2C)cc1	2%	-1%	65%	4.1%	16%
COC(=O)CCCN1C(=O)NC(c2ccc(-c3ccccc3)cc2)C(C(=O)OCc2ccccc2)=C1C (stereo not given)	x	x	x	0.3%	4%

Continued:
SMILES	Salmonella PhoP GFP	H37Rv inhibition	M. tuberculosis	inhibitors of VEEV	H1N1 NS1A inhibition	others
C=CCNC(=S)NNC(=O)c1ccccc1	3%	5%	-21%	7.2%	-1%
Cc1ccc(N=Cc2c(O)cc(C)oc2=O)c(C)c1	16%	1%	7%	i	-2%
CC(C)NC(=O)CN1CCN(Cc2nc(C(c3ccccc3)c3ccccc3)no2)CC1	50%	7%	2%	0.9%	9%
O=C(CSc1nc(=O)n2ccccc2n1)N1CCCc2ccccc21	6%	-12%	-14%	8.2%	1%
Cc1ccc(CC(=O)NNC(=O)c2ccncc2)cc1C	-4%	15%	38%	0.1%	-4%
Cc1ccc(-c2csc3ncnc(SCC(=O)c4ccc5c(c4)OCCO5)c23)cc1	3%	-6%	-5%	1.4%	10%
CC(=O)Nc1nonc1NC(=O)CSc1nc2ccccc2o1	4%	-7%	30%	2.2%	2%
CCc1ccc([C@@H]2CC=C(C(=O)O)[C@H](c3ccccc3)N2S(=O)(=O)c2ccc(C)cc2)cc1	-7%	1%	13%	0.8%	3%
O=C1c2cccc3cccc(c23)C(=O)N1c1nncs1	3%	-2%	4%	1.3%	-2%
CCOc1ccc(-c2c(C(=O)N/N=C(\C)c3cccs3)nnn2-c2nonc2N)cc1	-4%	3%	-1%	22%	4%
COc1cc(/C=C2/SC(=NCc3ccccc3)N(Cc3ccccc3)C2=O)ccc1O	-21%	11%	-4%	4.8%	-15%
Cc1ccc(OCC(=O)N2CCc3ccccc32)cc1	15%	1%	43%	0.1%	-4%
CCCn1c(=O)c2ccccc2n2c(SCCOc3ccc(C)cc3)nnc12	-14%	-2%	-3%	0.1%	-8%
CCOC(=O)C1=C(N)N2C(=O)C(C)SC2=C(C(=O)OC)C1c1cccc(OC)c1 (stereo not given)	-4%	-5%	-6%	1.2%	12%
CCC(NC(=O)c1ccccc1NC(=O)C(C)(C)C)C(=O)N1CCCC1 (stereo not given)	1%	0%	-4%	i	-5%
CC(C)Oc1ccc(C(=O)Nc2nc3ccccc3[nH]2)cc1	-14%	u	73%	4.1%	-12%
CCCCCC(=O)Nc1nnn(CCC)n1	-6%	-14%	-11%	1.1%	18%
COc1cccc(C(=O)NCCS(=O)(=O)N2CCC(C)CC2)c1	3%	-7%	-3%	0.7%	-17%
O=[N+]([O-])c1cnc2nc(-c3ccncc3)nn2c1O	-6%	-6%	15%	0.1%	-8%
CCOC(=O)c1cnc2c(c(C)nn2-c2ccc(C)cc2)c1Cl	x	x	x	0.4%	-13%
CCN(CC)S(=O)(=O)c1ccc(C(=O)N2CCN(CCN3C(=O)c4cccc5cccc(c45)C3=O)CC2)cc1	2%	0%	4%	x	x
Cn1c2c(c(=O)n(C)c1=O)C(c1ccccc1F)C(C#N)=C(N)O2 (stereo not given)	-3%	-1%	-9%	1.5%	5%
Cc1cccc(N2CCN(Cc3nc(-c4ccc(F)cc4F)oc3C)CC2)n1	1%	-2%	39%	1.2%	7%
O=S(=O)(Cc1ccccc1Cl)N1CCCC1	6%	3%	8%	i	-14%
COC(=O)Nc1[nH]ncc1[N+](=O)[O-]	3%	2%	5%	i	6%
CN1C2CCC1CC(NC(=O)c1cc(S(=O)(=O)N(C)C)c(Cl)cc1Cl)C2 (stereo not given)	x	-1%	25%	1.7%	-5%
COC(=O)C1=C(C)N(c2ccc(S(N)(=O)=O)cc2)C(=O)C1	8%	-4%	11%	1.7%	5%
Cc1cccc(N2CCN(C(=O)C3COc4ccccc4O3)CC2)c1C (stereo not given)	-7%	11%	69%	i	7%	inhibitors of VEEV 10K pilot screen=3.0
Cc1ccnc(N2CCCC(C(=O)NCc3cccs3)C2)n1 (stereo not given)	3%	-2%	-5%	3.5%	8%
CC(=O)NC(CC(=O)NNC(=O)COc1c(C)cccc1C)c1ccccc1 (stereo not given)	x	-3%	-2%	0.7%	-17%
O=C(COC(=O)c1ccc(F)c(S(=O)(=O)N2CCCCC2)c1)NCc1ccc(F)cc1	0%	15%	3%	5.8%	-20%
COc1ccc(-c2nnn(Cc3ccccc3F)n2)cc1	-2%	10%	69%	3.6%	-6%
Cc1ccc(NC(=O)C2=CC(c3cccs3)=NS(=O)(=O)N2C)cc1	-1%	-4%	-9%	4.1%	5%
CCc1c(C)nc(SCC(=O)Nc2ccc3c(c2)OCCO3)[nH]c1=O	-10%	u	61%	1.9%	7%
CCC1CCCCN1S(=O)(=O)c1ccc(C(=O)Nc2nnc(-c3cccs3)o2)cc1 (stereo not given)	5%	5%	i	11%	22%
CCOc1ccc(OCc2cccc(C(=O)N3CCOCC3)c2)cc1	-16%	6%	-18%	i	-1%
CCc1nn(CCCC(=O)Nc2ccc(C)c(C)c2)c(=O)c2cc3occc3n12	-5%	-3%	9%	2.7%	-7%
CCCn1c(NCCO)nc2ccccc21	-6%	0%	2%	0.4%	5%
Cn1c(/C(C#N)=C(\O)c2ccc(S(=O)(=O)N3CCCCC3)cc2)nc2ccccc21	-9%	4%	3%	2.1%	-1%
Cc1onc(-c2ccccc2)c1C(=O)Nc1nc2c(s1)C(=O)CC(C)(C)C2	-7%	-7%	26%	4.9%	0%

An excerpt from the list above, as a working copy:
SMILES	Salmonella PhoP GFP	H37Rv inhibition	M. tuberculosis	inhibitors of VEEV	H1N1 NS1A inhibition	others
CCOc1ccc(OCc2cccc(C(=O)N3CCOCC3)c2)cc1	-16%	6%	-18%	i	-1%
CCc1nn(CCCC(=O)Nc2ccc(C)c(C)c2)c(=O)c2cc3occc3n12	-5%	-3%	9%	2.7%	-7%
CCCn1c(NCCO)nc2ccccc21	-6%	0%	2%	0.4%	5%
Cn1c(/C(C#N)=C(\O)c2ccc(S(=O)(=O)N3CCCCC3)cc2)nc2ccccc21	-9%	4%	3%	2.1%	-1%

The list goes on.
SMILES	Salmonella PhoP GFP	H37Rv inhibition	M. tuberculosis	inhibitors of VEEV	H1N1 NS1A inhibition	others
Cc1nn(-c2ccccc2)c(Cl)c1C(=O)Nc1ccccc1	0%	-11%	27%	i	-6%
CC(=O)c1ccc(OCC(O)CN2CCN(CC(O)COc3ccc(C(C)=O)cc3)CC2)cc1 (stereo not given)	2%	-4%	0%	0.7%	0%
O=C(NCN1CCN(c2ccccc2)CC1)c1cnccn1	6%	-5%	-6%	i	-18%
CCc1cccc(OCC(=O)Nc2ccc(S(=O)(=O)N3CCCC3)cc2)c1	-4%	1%	11%	6.0%	-1%
O=C1Nc2ccccc2C12Nc1ccccc1-c1nc3ccccc3n12 (stereo not given)	-1%	6%	43%	0.5%	-3%
COc1cc(/C=C/C(=O)OCC(=O)N2CC(=O)Nc3ccccc32)ccc1O	3%	-1%	11%	7.8%	-24%
COC(=O)c1sc(NC(=O)CSc2nnnn2-c2ccc(C)cc2C)nc1C	-10%	-7%	78%	1.7%	-5%

Bioassay records from PubChem.
